Screens deposited in PubChem by National Center for Advancing Translational Sciences (NCATS).
LDHA block: qHTS assay for inhibitors of human lactate dehydrogenase | activity change, % (values are at about 110 or 230 µM) | AID 1347041, 2019 | 480,000 compounds, 0.15% hits | L-lactate dehydrogenase A chain (Homo sapiens), P00338 | purified LDHA, NADH/diaphorase-resazurin fluorescence; hits give low values; in the data active = activity change below about -30%; inconclusive = mostly about -25% to -30%;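 note: plate controls were DMSO wells for no effect and wells without enzyme for full effect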
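LDH5 2 nM; NADH 0.06 mM, pyruvate 0.2 mM; 200 mM Tris pH 7.4, EDTA, Tween-20; 5 min RT. Detection: diaphorase 0.133 mg/mL + resazurin 37 µM, fluorescence ex540/em590 at 0 and 20 min; normalized to enzyme-free and DMSO wells.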
USP1 inh: Inhibitors of USP1/UAF1: Primary Screen | 390,000 compounds, 0.23% hits | recombinant USP1/UAF1, Ub-Rhodamine cleavage fluorescence | Ubiquitin carboxyl-terminal hydrolase 1 (Homo sapiens), O94782 | Potency, µM (top dose mostly 57.1 µM), without a hit: top-dose activity change, negative = inhibition, hits mostly inhibitors; note: potency is the fitted concentration of half-maximal effect; % is set by controls: 0 for no effect and ±100 for the full control effect; nearly all actives have a fitted effect of over 60% in size; inactives centre near -12
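In this screen, compounds sit with the deubiquitinase complex (1nM) for 15 min at room temperature before Ub-Rho is added at 150nM final. Fluorescence rise is then followed for 6 reads every 60 seconds.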
Vif-APOBEC3F blk: qHTS for Inhibitors of Vif-A3F Interactions: qHTS; 390,000 compounds, 0.2% hits; Potency, µM (top dose mostly 46.1 µM), inactives show top-dose activity, negative = active; HeLa A3F-eYFP + Vif (tagged APOBEC3F with the HIV-1 protein that degrades it), YFP fluorescence increase; AID 602313, 2012; note: potency is the fitted concentration of half-maximal effect; % of control where 0% means no effect; nearly all actives have a fitted effect of over 65% in size
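HeLa cells stably expressing Vif plus C-terminally eYFP-tagged A3F were seeded, incubated overnight at 37 deg C, dosed with compound, incubated overnight again at 37 deg C. Yellow fluorescence (Ex 488/Em 500-530) reported blocked Vif-mediated A3F-eYFP degradation.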
Vif-A3G inh: qHTS for Inhibitors of Vif-A3G Interactions: qHTS | DNA dC->dU-editing enzyme APOBEC-3G (Homo sapiens), Q9HC16 | HeLa A3G-eYFP + Vif (tagged APOBEC3G with the HIV-1 protein that degrades it), YFP fluorescence, overnight | Potency, µM (highest dose often 46.1 µM), inactives show at the top dose activity, negative = active, usual class: inhibitors | 410,000 compounds, 0.076% hits;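 note: potency is the fitted concentration of half-maximal effect; % is set by controls: 0 for no effect and ±100 for the full control effect; nearly all actives have a fitted effect of over 60% in size; hits raise eYFP signal because A3G escapes Vif-driven loss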
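Read-out is eYFP fluorescence (Ex 488/Em 500-530) from Vif-expressing HeLa A3G-eYFP cells; more signal means A3G escaped Vif-mediated degradation. Cells plated overnight, compound pinned in, incubated overnight at 37 deg C.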
TrxR1 substrate: qHTS Assay for Substrates of Mammalian Selenoprotein Thioredoxin Reductase 1 (TrxR1): qHTS; 390,000 compounds, 0.01% hits; purified TrxR1 substrate turnover, NADPH consumption readout; Thioredoxin reductase 1, cytoplasmic (Rattus norvegicus), O89049; Potency, µM (highest dose often 114 µM), for the others: at the top dose activity change, negative = substrate turnover; note: potency is the fitted concentration of half-maximal effect; % is set by controls: 0 for no effect and ±100 for the full control effect; nearly all actives have a fitted effect of over 50% in size
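Rat TrxR1, dispensed at 90 nM, was prereduced with 400 uM NADPH (final) for 5 min at ~22 deg C, then incubated with compound 15 min before 400 uM selenite. A first-read NADPH fluorescence drop versus no-compound background flagged substrates.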
PI4K2A block: qHTS for small molecular inhibitors of PI4K2A | purified PI4K2A, ADP-Glo luminescence, 1 h; hits give low values | activity change, negative = inhibition, % at 76.9 µM | 420,000 compounds, 0.13% hits | AID 1346378, 2018; in the data active = activity change below about -50%; inconclusive = mostly about -30% to -49%;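 note: -100% = wells without enzyme as full effect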
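Compounds are screened against recombinant PI4K2A using PI as substrate and ATP, the latter dispensed at 300 microM. Reactions run one hour at ambient temperature before ADP-Glo detection; full inhibition defined by wells lacking enzyme.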
RXFP1 ag: qHTS Assay for Agonists of the Relaxin Receptor RXFP1; HEK293T-RXFP1 cAMP TR-FRET, 30 min; response scale: percent of porcine relaxin response, buffer zero; Potency, µM (titrated, usually from 57.5 µM), inactives show at the highest dose activation, actives largely listed as activators; AID 2676, 2010; 370,000 compounds, 0.3% hits; note: potency is the fitted concentration of half-maximal effect; % is set by controls: 0 for no effect and ±100 for the full control effect; nearly all actives have a fitted effect of over 60% in size; many of its hits are not listed in these tables
Target sequence (Q9HBX9 whole entry, looked up): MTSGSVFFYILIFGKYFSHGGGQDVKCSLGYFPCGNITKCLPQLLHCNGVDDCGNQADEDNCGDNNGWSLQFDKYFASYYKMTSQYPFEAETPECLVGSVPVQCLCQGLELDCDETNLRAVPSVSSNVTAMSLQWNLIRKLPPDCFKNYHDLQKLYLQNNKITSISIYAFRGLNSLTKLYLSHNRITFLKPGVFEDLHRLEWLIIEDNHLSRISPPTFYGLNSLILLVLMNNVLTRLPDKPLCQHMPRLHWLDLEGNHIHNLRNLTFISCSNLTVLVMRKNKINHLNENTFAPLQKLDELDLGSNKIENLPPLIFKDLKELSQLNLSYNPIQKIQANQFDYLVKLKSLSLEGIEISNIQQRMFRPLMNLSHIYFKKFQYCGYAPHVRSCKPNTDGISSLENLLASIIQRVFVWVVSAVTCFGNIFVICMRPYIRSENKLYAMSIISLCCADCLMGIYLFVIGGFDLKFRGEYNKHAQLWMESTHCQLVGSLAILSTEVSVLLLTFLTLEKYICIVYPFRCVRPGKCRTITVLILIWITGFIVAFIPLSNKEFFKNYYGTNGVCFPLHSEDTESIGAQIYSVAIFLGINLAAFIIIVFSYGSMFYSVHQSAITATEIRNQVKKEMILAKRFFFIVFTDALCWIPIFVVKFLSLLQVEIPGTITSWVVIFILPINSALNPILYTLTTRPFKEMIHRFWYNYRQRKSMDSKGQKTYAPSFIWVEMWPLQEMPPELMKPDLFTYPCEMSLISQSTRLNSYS
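HEK293 cells stably expressing RXFP1, treated 30 min at 37C with compounds plus PDE4 inhibitor Ro 20174; cAMP measured by HTRF TR-FRET. Normalized to buffer and 29 nM porcine relaxin; EC50 by Hill fit.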
IDH1 R132H inh: qHTS for Inhibitors of mutant isocitrate dehydrogenase 1 (IDH1): qHTS; Isocitrate dehydrogenase [NADP] cytoplasmic (Homo sapiens), O75874; IDH1-R132H enzyme, NADPH consumption, diaphorase/resazurin fluorescence; Potency, µM (top dose mostly 76.6 µM), inactives show at the top dose activity change, negative = inhibition, most hits filed as inhibitors; 390,000 compounds, 0.093% hits; note: potency is the fitted concentration of half-maximal effect; % is set by controls: 0 for no effect and ±100 for the full control effect; nearly all actives have a fitted effect of over 65% in size
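IDH1-R132H (0.5 ug/mL dispensed) in pH 7.5 Tris buffer was preincubated 30 min with compound, then given a substrate mix of 0.016 mM NADPH and 2 mM alpha-KG for 80 min at room temperature; remaining NADPH was read by diaphorase/resazurin fluorescence.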
GRP78 ERSR act: qHTS for Inducers of the Endoplasmic Reticulum Stress Response (ERSR) in Human Glioma: qHTS; AID 602332, 2012; Potency, µM, inactives show top-dose activation, most hits filed as activators; U87-MG GRP78 promoter luciferase reporter, 16 h; 420,000 compounds, 0.02% hits; note: potency is the fitted concentration of half-maximal effect; series mostly up to about 76 µM; % of control where 0% means no effect; nearly all actives have a fitted effect of over 35% in size
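Stably transfected U87-MG glioma cells carrying a GRP78-based luciferase sensor; 16 h compound incubation. Luminescence end-point read 10 min after Bright-Glo addition at room temperature.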
* marks the source's active call; other numbers are inactive results; ? = inconclusive; nt = not tested or not shown; [ ] = another dose, or the depositor's remark. Unless noted, calls come from the whole dose curve; as a rule, active = well fitted curve in the direction sought with a large enough effect; inconclusive = small, poorly fitted or top-dose-only effect, or another doubt; inactive = no such curve, though single readings can be large; an effect the other way counts as inactive or inconclusive. Only part of the results is shown; rates above refer to the full screens.

nr	smiles	LDHA block	USP1 inh	Vif-APOBEC3F blk	Vif-A3G inh	TrxR1 substrate
1	CCc1ccc(OCC(=O)Nc2ncn[nH]2)cc1	1	-18%	-4%	1%	5%
2	Cc1ccccc1NC(=O)COc1ccc2oc(=O)cc(C)c2c1	-4	-12%	-1%	1%	7%
3	O=c1[nH]c(SCc2cccc(F)c2)nc2ccccc12	-9	-12%	1%	0%	0%
4	COc1ccc(Cl)cc1C(=O)Nc1ccc2oc(-c3ccc(C(C)(C)C)cc3)nc2c1	-6	-19%	nt	nt	1%
5	O=C(CSc1c2c(nc3cc(Cl)ccc13)CCCC2)NCCN1CCOCC1	-1	-12%	7%	-10%	-3%
6	C#CCn1c(COc2ccccc2C)nc2ccccc21	-6	?	-1%	-3%	1%
7	CC1CCCCN1C(=O)CN1C(=O)NC2(CCCCC2C)C1=O (configuration not stated)	-1	8%	-17%	0%	-1%
8	COc1ccccc1CNCc1ccc(OC)c(OC)c1OC	-16	-9%	1%	-3%	-4%

nr	PI4K2A block	RXFP1 ag	IDH1 R132H inh	GRP78 ERSR act
1	3	0.5%	-14%	-5%
2	3	1.6%	-8%	-2%
3	1	0.1%	4%	6%
4	2	?	nt	nt
5	1	12%	0%	-5%
6	1	1.1%	-4%	4%
7	-5	0.4%	10%	-5%
8	2	-0.6%	-3%	-2%

New compounds follow.
nr	smiles	LDHA block	USP1 inh	Vif-APOBEC3F blk	Vif-A3G inh	TrxR1 substrate
9	Cc1cc(C(=O)NNC(=S)NC(C)c2ccccc2)cs1 (configuration not stated)	-8	-10%	0%	2%	2%
10	O=C(Nc1ccccc1F)n1ncc2cc(Cl)ccc21	-6	-9%	15%	2%	5%
11	CC(=O)Nc1ccc(NS(=O)(=O)c2cccc3nonc23)cc1	-4	-31%	-8%	-1%	-2%
12	O=C(NCC1COc2ccccc2O1)C1CCCN(S(=O)(=O)c2cnc[nH]2)C1 (configuration not stated)	-3	-17%	-1%	-1%	-2%
13	Cc1ccc(NC(=S)N/N=C2/CCCCc3ccccc32)cc1	-2	-23%	0%	-2%	-1%
14	CCC(C)(C)NC(=O)C(c1cccn1C)N(C(=O)Cn1nnc2ccccc21)c1ccc(NC(C)=O)cc1 (configuration not stated)	1	-11%	-2%	0%	-9%
15	CC(=O)c1cccc(NC(=O)C(C)Sc2nnc3ccccn23)c1 (configuration not stated)	-2	-13%	-8%	1%	nt
16	Cc1onc(-c2ccccc2)c1C(=O)Nc1cccc2nsnc12	-4	-10%	7%	-4%	29%

nr	PI4K2A block	RXFP1 ag	IDH1 R132H inh	GRP78 ERSR act
9	3	1.7%	7%	-4%
10	-11	0.0%	11%	7%
11	0	0.4%	9%	-6%
12	-6	-0.2%	3%	0%
13	1	-0.7%	2%	4%
14	7	0.1%	9%	0%
15	12	nt	7%	-6%
16	6	?	4%	-4%

Further results:
nr	smiles	LDHA block	USP1 inh	Vif-APOBEC3F blk	Vif-A3G inh	TrxR1 substrate
17	COc1ccc(NC(=O)N(C)C[C@H]2Oc3c(NS(=O)(=O)c4cccs4)cccc3C(=O)N([C@@H](C)CO)C[C@@H]2C)cc1	0	-33%	-2%	-5%	7%
18	Cc1cc(/C=C2\Sc3ccccc3N2C)cc(C)[n+]1CC1CCCO1 (configuration not stated)	-7	?	?	?	-6%[57.1 µM]
19	COc1nonc1NC(=O)CSc1nc2ccccc2[nH]1	-6	-20%	8%	-3%	6%[57.1 µM]
20	COc1ccc(OC)c(NC(=O)COc2coc(CN3CCCc4ccccc43)cc2=O)c1	-2	-20%	-1%	2%	7%
21	O=C(CN1CCOCC1)Nc1cccc(Cl)c1Cl	-5	-23%	13%	0%	6%
22	Cc1c(Cl)cccc1Nc1nn2c(=O)c3ccc(C(=O)N(C)Cc4ccccc4)cc3nc2s1	-7	-2%	1%	0%	3%
23	NC(=O)c1ccc2nc(-c3ccccc3)c(-c3ccccc3)nc2c1	0	0%	-3%	-4%	35%
24	COc1cccc(NC(=O)c2ccc(CNS(=O)(=O)c3ccc4c(c3)C(C)(C)C(=O)N4C)cc2)c1	-1	10%	-4%	0%	3%

nr	PI4K2A block	RXFP1 ag	IDH1 R132H inh	GRP78 ERSR act
17	0	nt	0%	7%
18	-4	4.0%	8%	-4%
19	-3	-0.3%	-1%	-2%
20	3	-1.0%	0%	-5%
21	4	0.8%	6%	0%
22	4	8.4%	1%	-2%
23	-2	-1.1%	-4%	-4%
24	-3	0.0%	11%	-6%

The list goes on.
nr	smiles	LDHA block	USP1 inh	Vif-APOBEC3F blk	Vif-A3G inh	TrxR1 substrate
25	Cc1ccc(N=Cc2ccc(O)cc2O)cc1F	11	-15%	-8%	-27%	-4%
26	COC(c1ccccc1)c1nnc(CCC(=O)N(C)C(C2CC2)C2CC2)o1 (configuration not stated)	-1	?	2%	0%	9%
27	CCN1CCN(c2cc(=O)n(-c3cc(Cl)ccc3C)c(=O)[nH]2)CC1	-3	-21%	-2%	2%	16%
28	COc1cccc(-c2nnc(SCC(=O)NC3CCS(=O)(=O)C3)n2C)c1 (configuration not stated)	-5	-11%	2%	2%	-7%
29	COc1ccc(-n2nnnc2SCC(=O)NCCc2ccccc2)cc1	-10	-24%	9%	-6%	3%
30	Cc1ccc(N2CC(NC(=O)C3CCCCC3)CC2=O)cc1 (configuration not stated)	-3	-13%	8%	8%	1%[57.1 µM]
31	CCc1cc2c(=O)n(CC(=O)NC3CCCCC3)cnc2s1	-2	-3%	-20%	-4%	-3%
32	COc1ccc(C)cc1NC(=O)c1ccc2c(Cl)c3c(nc2c1)CCC3	0	-24%	-6%	-1%	0%

nr	PI4K2A block	RXFP1 ag	IDH1 R132H inh	GRP78 ERSR act
25	-9	-0.5%	-12%	-5%
26	1	0.2%	0%	10%
27	-3	-1.5%	7%	-2%
28	3	0.3%	7%	-6%
29	-1	1.3%	4%	-3%
30	2	0.3%	5%	-3%
31	6	3.9%	3%	-2%
32	-10	0.7%	-3%	1%

Going on with the list:
nr	smiles	LDHA block	USP1 inh	Vif-APOBEC3F blk	Vif-A3G inh	TrxR1 substrate
33	O=C(c1ccc2c(c1)N(Cc1cccc(Cl)c1)C(=O)c1ccccc1S2(=O)=O)N1CCCC1	-6	-18%	3%	-3%	-7%[57.1 µM]
34	C/C=C/c1ccc(OCC(=O)OCc2csc(Nc3ccc(C)cc3)n2)c(OC)c1	-1	-9%	4%	0%	-13%
35	COc1ccc(S(=O)(=O)NCCc2cn3nc(C)c(C)nc3n2)cc1	-8	-14%	1%	4%	-2%
36	O=C(c1ccc(F)cc1)C1CCN(C(=O)c2ccccc2F)CC1	0	-9%	0%	0%	3%
37	CN(C)CCC(O)(c1ccccc1)c1ccccc1Cl (configuration not stated)	4	-1%	-16%	0%	7%[57.1 µM]
38	Cc1ccc(N2CCN(C(=O)c3cccc([N+](=O)[O-])c3)CC2)cc1Cl	-5	?	7%	-3%	-1%
39	CC(C)(CNC(=O)c1cccc(S(=O)(=O)Nc2ccc(Br)cc2)c1)N1CCOCC1	1	-4%	?	-1%	6%[57.1 µM]
40	COc1ccc(-c2cc(C(F)(F)F)n3nc(C(=O)O)nc3n2)cc1	-3	10%	-3%	0%	6%
41	COc1ccc(S(=O)(=O)N2CCCCCC2)cc1C(=O)NCc1ccc(C)cc1	-1	-13%	11%	-2%	-4%

nr	PI4K2A block	RXFP1 ag	IDH1 R132H inh	GRP78 ERSR act
33	-1	0.0%	26%	-4%
34	5	-0.3%	-1%	-3%
35	-2	12%	-3%	-5%
36	-1	0.5%	0%	-1%
37	-4	nt	3%	-4%
38	-2	-0.7%	4%	-2%
39	-3	2.3%	-3%	-1%
40	2	4.3%	5%	-3%
41	2	1.2%	4%	-4%

Given tab-delimited: part of the list above
entry	Structure	LDHA block	USP1 inh	Vif-APOBEC3F blk	Vif-A3G inh	TrxR1 substrate	PI4K2A block	RXFP1 ag	IDH1 R132H inh	GRP78 ERSR act
36	O=C(c1ccc(F)cc1)C1CCN(C(=O)c2ccccc2F)CC1	0	-9%	0%	0%	3%	-1	0.5%	0%	-1%
40	COc1ccc(-c2cc(C(F)(F)F)n3nc(C(=O)O)nc3n2)cc1	-3	10%	-3%	0%	6%	2	4.3%	5%	-3%
